From PubChem BioAssay
NCF1 inh – inhibitors of human p47phox binding; p47phox/p22phox peptide binding, fluorescence polarization, 2 h; inhibition, % at 24.7 µM; 220,000 tested, 0.53% active;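 active = inhibition above about 30%, limit read from the data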;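 also: 0% = p47phox with labelled peptide and 100% = labelled peptide alone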
Target sequence (P14598 whole entry, looked up): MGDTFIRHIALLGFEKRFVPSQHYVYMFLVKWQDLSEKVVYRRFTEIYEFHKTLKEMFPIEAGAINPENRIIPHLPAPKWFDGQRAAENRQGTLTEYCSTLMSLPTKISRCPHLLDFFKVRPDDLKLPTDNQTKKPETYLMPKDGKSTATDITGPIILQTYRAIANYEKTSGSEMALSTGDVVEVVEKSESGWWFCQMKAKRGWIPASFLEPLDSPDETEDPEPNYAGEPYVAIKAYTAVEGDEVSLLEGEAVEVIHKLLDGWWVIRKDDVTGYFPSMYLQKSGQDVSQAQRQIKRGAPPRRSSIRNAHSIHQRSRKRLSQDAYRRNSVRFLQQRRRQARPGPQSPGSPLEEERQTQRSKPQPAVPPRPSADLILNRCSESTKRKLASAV
Mdm2 ligase inh – Mdm2 E3 ligase (human) inhibition; Q00987; cell-based MDM2 ubiquitination luciferase reporter, 2 h; 0 = plate control, 100 = twice control, blank-subtracted; signal enhancement, % at 5 µM; 210,000 tested, 0.11% active;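 active = signal enhancement of 30% or more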;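 also: luminescence tracks abundance of the self-degrading MDM2-luciferase fusion protein; higher signal means inhibition of MDM2 E3 ligase activity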
Target sequence (Q00987 whole entry, looked up, the tested form may be a part): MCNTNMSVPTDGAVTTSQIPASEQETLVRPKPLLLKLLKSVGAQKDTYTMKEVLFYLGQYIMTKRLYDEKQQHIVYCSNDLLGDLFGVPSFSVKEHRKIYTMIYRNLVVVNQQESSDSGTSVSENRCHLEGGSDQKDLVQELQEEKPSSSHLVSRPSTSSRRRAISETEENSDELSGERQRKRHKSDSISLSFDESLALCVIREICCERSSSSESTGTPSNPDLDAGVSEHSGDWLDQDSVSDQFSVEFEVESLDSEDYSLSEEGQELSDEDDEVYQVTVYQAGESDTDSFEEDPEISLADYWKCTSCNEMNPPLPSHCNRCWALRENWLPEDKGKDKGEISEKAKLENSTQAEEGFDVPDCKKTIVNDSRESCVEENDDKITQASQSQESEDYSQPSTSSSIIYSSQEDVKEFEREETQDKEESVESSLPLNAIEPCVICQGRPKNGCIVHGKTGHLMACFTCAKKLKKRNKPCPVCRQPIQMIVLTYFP
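Material: stable MDM2–luciferase fusion reporter cells / Quantity: 2000 cells/well / Dosing: single 5 µM compound dose, 0.2% final DMSO / Buffer or medium: DMEM / Schedule: 4 h cell settling then 2 h compound exposure, 37 °C / Detection: luminescence with SteadyLite reagent, 15 min at room temperature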
zfTRPN1 agonist – zebrafish TRPN1 (NompC) channel agonism; HEK293 zebrafish TRPN1-YFP, Fluo-8 calcium fluorescence; 100% = response to 87 µM carbachol; activation, % at 3 µM; 220,000 tested, 0.18% active; AID 1424;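 active = activation above its plate's cutoff, the mean activation of test wells on that plate plus 3 SD, cut at about 19% in these data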;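 also: 0% = DMSO alone and 100% = 87 µM carbachol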
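Material: zebrafish TRPN1-YFP in HEK293 cells. Doses: one dose of 3 µM, 0.3% DMSO. Incubation: dye 1 h 37 °C plus 30 min RT. Measured by: intracellular calcium fluorescence with Fluo-8.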
Runt-SMMHC FRET – inhibitors of human RUNX1 Runt domain binding to CBFb-SMMHC. 220,000 tested, 0.74% active. Q01196+Q13951. inhibition, % at 20 µM. AID 1434. Cerulean-Runt/Venus-CBFb-SMMHC FRET ratio 530/480, 1 h;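 active = mean inhibition across duplicate retests at 20 µM reaching about 50%, limit read from the data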;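 also: 0% = DMSO wells and 100% = wells with excess untagged CBFb-SMMHC; inhibitors lower the FRET ratio by blocking Runt binding to CBFb-SMMHC; some results filed as inactive read as strong as hits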
TRPML3 agonist – human mucolipin-3 channel agonism. HEK293 TRPML3-YFP, Fluo-8 calcium fluorescence; 100% = the carbachol control signal. activation, % at 3 µM. 220,000 tested, 0.29% active. AID 1448;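 active = activation above its plate's cutoff, the mean activation of the plate's test wells plus 3 SD, cut at about 12% in these data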;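 also: 0% = DMSO only wells and 100% = carbachol wells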
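Test system: TRPML3-YFP stable HEK293 cells. Doses: single point at 3 µM. Incubation: dye loading 1 h 37 °C then 30 min ambient, 125 s read. Signal: Fluo-8 calcium dye fluorescence, ex 470-495, em 515-575 nm. Measure: percent activation from peak-to-basal fluorescence ratio, scaled between DMSO and carbachol.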
TNF death inh – blocks TNF-alpha induced death of Jurkat FADD-/- cells; Jurkat FADD-/- TNF necroptosis rescue, ATP luminescence, 24 h; 0 = TNF only, 100 = no-TNF cells; activation (protection from cell death), % at 10 µM; 220,000 tested, 0.068% active;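 active = activation, meaning protection from cell death, of at least 50% relative to plate controls; inactive = activation below 50%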;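 also: necroptosis triggered by 40 ng/mL TNF-alpha added together with compound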
EBV gp42 inh – EBV gp42 inhibition; Q1HVG2; inhibition, % (tested at 21.74 µM); 220,000 tested, 0.42% active; Fluorescence polarization binding assay, mP read-out; in the data active = inhibition above about 50%
Target sequence (Q1HVG2 whole entry, looked up): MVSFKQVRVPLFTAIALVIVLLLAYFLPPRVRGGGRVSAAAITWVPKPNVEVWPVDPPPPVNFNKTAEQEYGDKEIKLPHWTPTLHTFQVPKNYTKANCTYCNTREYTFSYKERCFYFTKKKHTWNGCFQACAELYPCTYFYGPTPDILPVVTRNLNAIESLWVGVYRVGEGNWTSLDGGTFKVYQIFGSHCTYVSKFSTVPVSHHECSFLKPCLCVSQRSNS
CHOP inhibitor – CHOP inhibition in unfolded protein response. CHO-K1 CHOP-promoter luciferase, tunicamycin-induced, 15-18 h. inhibition, % at 10 µM. 220,000 tested, 3.8% active. AID 2732;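 active = compounds that reduced the stress-induced luciferase reporter signal by more than about 70% of percent inhibition, limit read from the data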;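 also: 0% = tunicamycin plus vehicle and 100% = wells without tunicamycin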
PPC-1+TRAIL kill – PPC-1 cancer cell killing with TRAIL present; PPC-1 cells + TRAIL, ATPLite viability luminescence; cell killing (% activity), % at 4 µM; 220,000 tested, 0.41% active; AID 1443;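 active = cell killing above 50% in the first pass at 4 µM, then a duplicate retest at 5 µM averaging 50% or more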;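 also: plate controls were cells with TRAIL plus DMSO for no effect and medium-only wells lacking cells for full effect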
* marks the source's active call; other numbers are inactive results; / = no result given; & = joins results of further samples; [ ] = remark or other dose.

SMILES	NCF1 inh	Mdm2 ligase inh	zfTRPN1 agonist	Runt-SMMHC FRET	TRPML3 agonist	TNF death inh	EBV gp42 inh	CHOP inhibitor	PPC-1+TRAIL kill
COc1cc(NS(=O)(=O)c2ccc(N/C=C\C(=O)c3ccc(OC)c(OC)c3)cc2)nc(OC)n1	-4	2	1.0	83*	0.8	0.9	-8	35	18
COC(=O)c1cccc(NC(=O)CSc2nnc(COc3ccccc3)n2C)c1	-6	-13	0.6	-7	-0.2	-0.2	-2	-17	20
Clc1ccc(-n2ncc3c(NCc4ccco4)ncnc32)cc1	-7	-20	1.3	-7	0.6	-7.2	6	58	/
Cc1ccc(C)c(C2=CSC3=NS(=O)(=O)CCN23)c1	-14	12	0.2	-4	1.1	-0.8	-15	13	8
O=C(NCc1ccc(Cl)s1)c1cc(COc2c(F)cccc2F)on1	-15	-17	-0.9	-2	-1.1	5.0	-11	17	11
CC(=O)Nc1nc(C)c(-c2csc(Nc3cccc([N+](=O)[O-])c3)n2)s1	-12	-28	-1.4	8	-0.3	-21	63*	95*	32
COc1ccccc1-c1ccc(=O)n(CC(=O)NC2CCc3ccccc32)n1 (centres undefined)	-7	2	-2.9	/	-0.1	2.6	-9	7	/
CCCSc1nnc(-c2cnn(-c3ccccc3)c2-n2cccc2)n1C	-10	10	1.1	0	0.1	-0.3	-16	-4	-8
CC(C)NC(=O)NC(=O)CSc1ncc(C(F)(F)F)cc1Cl	-7	-20	-0.9	-3	-0.6	-1.9	5	29	5
O=C(CNCCO)Nc1ccc(F)c(Cl)c1	4	5	0.4	-2	0.7	0.6	-1	-3	15
Cn1c(=O)[nH]c(=O)c2c1nc(CN1CCN(c3cccc(Cl)c3)CC1)n2CCN1CCOCC1	-23	-16	0.7	-3	1.5	-2.3	-7	-8	-7
COc1cccc(C(=O)NCc2cn3ccsc3n2)c1	-1	-6	1.4	3	0.6	2.3	-7	2	-2
CCC(=O)N1CCc2cc(S(=O)(=O)NCCC(=O)Nc3cc(C)cc(C)c3)ccc21	-12	1	2.1	-10	-0.2	-0.2	-8	19	17
Cn1c(=O)[nH]c(NC2CCCCC2)c([N+](=O)[O-])c1=O	-5	2	1.0	1	0.6	1.2	-20	-4	25
c1cnc(N2CCN(Cc3ccc4c(c3)OCO4)CC2)nc1	-4&-2	/	1.7&-0.8	3&0	0.9&1.5	3.4	-6&-4	-1&-11&2	10&21
COCCCNC(=O)Cn1c(=O)n(Cc2ccccc2Cl)c(=O)c2cc(OC)c(OC)cc21	-11	1	0.7	-7	1.4	0.3	-34	1	7
Fc1ccc(-c2nnc(CSc3nnc(-c4ccc5c(c4)OCO5)o3)o2)cc1	-14	-6	0.5	-7	-0.1	0.1	-3	53	12
CCOC(=O)c1c(C)sc(Sc2ccc(Cl)cc2[N+](=O)[O-])c1OC	-13	-10	-1.7	-4	0.1	0.1	-10	-3	-11
CSc1cc(-c2ccc(Cl)cc2)n(Cc2ccccc2)c(=O)c1C#N	-1	-6	-0.1	-2	0.5	1.5	-12	101*	15
CC(=O)NC(Cc1ccc(C)cc1)C(=O)NC1CCN(c2ncccc2[N+](=O)[O-])CC1 (centres undefined)	-7	-1	-0.5	-3	1.4	1.1	10	17	5
COc1ccc2cc(C(=O)C3CCCN(C(=O)CCc4cnn(C)c4)C3)ccc2c1 (centres undefined)	-2	-6	0.7	-2	1.0	-0.9	1	-13	-7
CCOc1ccc(C(=O)NCC(=O)OCC(=O)c2ccc3c(c2)-c2ccccc2C3)cc1	-34	2	-0.8	-4	0.6	1.4	-37	-3	10
COCCNS(=O)(=O)c1cccn1-c1ncc(C(F)(F)F)cc1Cl	-4	-13	1.2	-2	0.5	0.1	-6	-32	16
O=c1c2[nH]c3cccc(Cl)c3c2ncn1Cc1ccco1	-4	-5	0.0	-1	0.1	2.7	-5	-12	15
COc1cccc(C2=NOC(C(=O)Nc3cc(OC)c(OC)c(OC)c3)C2)c1 (centres undefined)	1	7	3.0	0	0.3	0.0	-8	10	11
CSc1cccc(NC(=O)c2c(Cl)cnn2C)c1	-38	-21	-1.2	4	-0.7	-2.2	-5	23	21
CC1CCN(CCC(=O)Nc2ccc3c(c2)CCC3)CC1	-1	0	0.5	-1	0.3	2.1	-8	10	-7
Cc1ccc(C#N)c(SCc2ccccc2[N+](=O)[O-])n1	-47	-4	-0.3	2	-0.2	0.2	9	38	21
O=C(O)CCn1c(SCc2cccc3ccccc23)nc2ccccc21	-2	-6	-0.2	1	0.7	1.2	-14	18	0
CCOC(=O)c1[nH]c2ccccc2c1NC(=O)CN(C)C	-3	-11	-0.1	1	1.2	-0.1	2	-12	6
CCC(=O)Oc1ccc2c(C)cc(=O)oc2c1C	-18	-4	0.5	20	0.6	-2.8	-14	8	-12
COc1cc(/C(C)=N/NC(=O)CSc2nc3ccccc3[nH]2)ccc1O	-13	-4	-0.1	3	-0.3	1.6	-15	6	-11
C=CCOC(=O)C1=C[C@H](c2ccccc2)[C@@H](CCCO)[C@H](OCC)O1	/	/	-0.6	-1	-0.1	1.5	0	2	-4
O=C(CN1C(=O)c2cccc3cccc1c23)N1CCN(c2cccc(Cl)c2)CC1	-7	-13	-0.9	10	0.5	-0.2	-6	31	7
Cc1[nH]c(=O)[nH]c(=O)c1NC(=O)c1cccs1	-7	-12	-0.3	-1	0.9	-1.1	0	10	12
O=C(O)/C=C\C(=O)Nc1ccc(N2CCN(c3ccc(Cl)c(Cl)c3)CC2)cc1	-10	-5	0.4	-2	0.4	1.5	3	24	11
COCCNC(=O)C/C(C)=N/NC(=O)C(=O)NC1CCCCC1	-15	-2	-0.2	-6	0.8	-0.4	-15	-7	15
CC#CC[N+](C)(C)CCCCCCCCCCCC	-8	-32	-1.2	0	0.5	-3.7	-12	16	47
COc1cc(C(=O)Nc2nnc(C)s2)cc(OC)c1OC	-6	-13	1.5	2	-0.2	0.6	-13	44	16
Cc1cc(Br)c2c(c1)=C(c1sc(N3CCCCCC3)nc1O)C(=O)N=2	5	-14	0.0	15	0.7	2.0	-12	1	14
COc1ccccc1NC(=O)c1nnn(Cc2ccccc2)c1NC(C)=O	-9	-9	0.8	2	0.4	-1.2	8	22	-2
OC(CNCc1ccccc1F)(c1ccc(F)cc1)c1ccc(F)cc1	-8	-3	-1.6	2	0.9	1.3	-9	75*	-8
CNc1ccccc1C(=O)OCC(=O)c1ccccc1	-2	/	-1.4	3	-0.3	2.6	-4	-17	14
Cc1ccc(N/N=C(\C#N)C(=N)N2CCCCC2)cc1	-3	-23	-0.2	-1	0.8	2.1	-3	-17	28
CC(=O)Nc1ccc(OCCC[n+]2ccccc2)cc1	0	7	-0.5	-2	0.9	0.6	-16	-2	13
CCOC(=O)N1CCN(c2ncc(C(F)(F)F)cc2Cl)CC1	1	-15	-0.3	4	0.7	-1.1	1	39	10
CCN1CCN(c2nc3sc4c(c3c(=O)n2-c2ccc(OC)cc2)CCCCC4)CC1	-10	-17	0.7	0	1.5	2.2	-3	17	11
CCNC(=O)NC(=O)C(C)OC(=O)Cc1coc2cc3c(cc12)CCC3 (centres undefined)	-7	-8	-1.6	-1	-0.2	1.0	-13	-4	-26

Looked up by compound from above:
SMILES	NCF1 inh	Mdm2 ligase inh	zfTRPN1 agonist	Runt-SMMHC FRET	TRPML3 agonist	TNF death inh	EBV gp42 inh	CHOP inhibitor	PPC-1+TRAIL kill
COc1ccccc1NC(=O)c1nnn(Cc2ccccc2)c1NC(C)=O	-9	-9	0.8	2	0.4	-1.2	8	22	-2
CNc1ccccc1C(=O)OCC(=O)c1ccccc1	-2	/	-1.4	3	-0.3	2.6	-4	-17	14
CCNC(=O)NC(=O)C(C)OC(=O)Cc1coc2cc3c(cc12)CCC3 (centres undefined)	-7	-8	-1.6	-1	-0.2	1.0	-13	-4	-26
Cc1cc(Br)c2c(c1)=C(c1sc(N3CCCCCC3)nc1O)C(=O)N=2	5	-14	0.0	15	0.7	2.0	-12	1	14

The listing continues:
SMILES	NCF1 inh	Mdm2 ligase inh	zfTRPN1 agonist	Runt-SMMHC FRET	TRPML3 agonist	TNF death inh	EBV gp42 inh	CHOP inhibitor	PPC-1+TRAIL kill
CC(C)c1c(O)nc(SCC(=O)Nc2ccc3c(c2)CCC3)[nH]c1=O	-18	-6	0.0	-4	0.2	1.0	-11	21	12
COc1ccc(-n2ccnc2SCC(=O)NCc2ccco2)c(OC)c1	-6	-3	1.4	-1	0.3	-0.1	-10	18	-24
Cc1cc(/C=C(\C#N)C(=O)Nc2ccc(Cl)cc2)c(C)n1-c1ccc(N2CCOCC2)c([N+](=O)[O-])c1	-4	-33	1.1	3	1.2	1.2	5	14	17
Cc1c(N=C2NN=C(c3ccc(Cl)cc3)CS2)c(=O)n(-c2ccccc2)n1C	-18	12	0.3	5	0.6	0.6	-15	7	2
Cc1ccn2cc(-c3cccc(NC(=O)c4ccccc4)c3)nc2c1	-6	-7	0.3	-2	0.6	1.3	3	13	37
COc1cc2c(cc1OC)C(C)N(C(C)=O)CC2 (centres undefined)	-7	2	-0.3	-8	0.1	-4.1	7	17	9
CCOC(=O)c1c(C)[nH]c2c1-c1ccccc1C(=O)C2=O	-8	-10	-0.4	1	0.5	-11	5	108*	96*[5 µM]
Nc1nc(CN2CCN(Cc3ccccc3)CC2)nc(N2CCCc3ccccc32)n1	-7	-58	0.5	-2	0.0	1.9	-6	0	5
CSCc1ccc(C(=O)NCc2ccccc2)cc1	-6	-7	-0.5	-1	0.3	2.5	1	1	7
COc1ccc(NC(=O)CN2C(=O)CSC(C)C2=O)cc1 (centres undefined)	-12	-1	1.3	-2	1.0	1.5	-13	-30	19
CCn1c(COc2cccc3cccnc23)nnc1SCC(=O)OC	-7	-14	0.7	-1	1.0	-0.4	-11	-5	6
Cc1cc(Nc2cccc(F)c2)nc(N2CCOCC2)n1	-24	-5	0.7	1	0.5	4.3	-11	-6	18
CCN(CC)C(=S)NC(=O)c1ccc(Cl)cc1Cl	-9	-5	-0.3	-1	1.3	-0.5	-5	13	1
O=C(COC(=O)Cc1ccccc1[N+](=O)[O-])NCc1ccc(F)cc1	-1	-13	-0.7	3	-0.1	0.7	-3	2	0
Nc1nccnc1C(=O)OCC(=O)Nc1cccc(S(=O)(=O)N2CCCCC2)c1	-3	-6	2.8	1	1.1	2.6	-29	16	14
Cc1c(NC(=O)CSCc2c(F)cccc2Cl)c(=O)n(-c2ccccc2)n1C	14	-1	0.2	3	0.4	0.7	4	-6	10
CC(/C=C/c1ccccc1)=N/NC(=O)c1nc2nc(C)cc(C)n2n1	-1	-16	1.2	3	1.0	0.0	-4	2	-12
CC(C)CNC(=O)NC(=O)COC(=O)Cn1cnc2ccccc2c1=O	-8	1	0.1	1	-0.2	-0.3	-10	25	-3
CCCc1cc(=O)[nH]c(SCC(=O)N2CCN(c3ccccc3)CC2)n1	-3	-3	1.0	-2	0.8	-0.3	7	23	3
